Screening results: PubChem, National Center for Advancing Translational Sciences (NCATS)
12-LOX inh = inhibitors of human 12S-lipoxygenase ALOX12; purified 12hLO, xylenol orange hydroperoxide absorbance; AID 1671190; hit rate 1.1% among 580,000; P18054; Potency, µM (top dose mostly 108 µM), for inactives: at the highest dose activity change, negative = inhibition, hits mostly inhibitors; active = well fitted inhibition curve with a large enough effect; inconclusive = small, poorly fitted or top-dose-only effect, or another doubt; inactive = no such curve, though single readings can be large or run the other way
Target sequence (P18054 whole entry, looked up): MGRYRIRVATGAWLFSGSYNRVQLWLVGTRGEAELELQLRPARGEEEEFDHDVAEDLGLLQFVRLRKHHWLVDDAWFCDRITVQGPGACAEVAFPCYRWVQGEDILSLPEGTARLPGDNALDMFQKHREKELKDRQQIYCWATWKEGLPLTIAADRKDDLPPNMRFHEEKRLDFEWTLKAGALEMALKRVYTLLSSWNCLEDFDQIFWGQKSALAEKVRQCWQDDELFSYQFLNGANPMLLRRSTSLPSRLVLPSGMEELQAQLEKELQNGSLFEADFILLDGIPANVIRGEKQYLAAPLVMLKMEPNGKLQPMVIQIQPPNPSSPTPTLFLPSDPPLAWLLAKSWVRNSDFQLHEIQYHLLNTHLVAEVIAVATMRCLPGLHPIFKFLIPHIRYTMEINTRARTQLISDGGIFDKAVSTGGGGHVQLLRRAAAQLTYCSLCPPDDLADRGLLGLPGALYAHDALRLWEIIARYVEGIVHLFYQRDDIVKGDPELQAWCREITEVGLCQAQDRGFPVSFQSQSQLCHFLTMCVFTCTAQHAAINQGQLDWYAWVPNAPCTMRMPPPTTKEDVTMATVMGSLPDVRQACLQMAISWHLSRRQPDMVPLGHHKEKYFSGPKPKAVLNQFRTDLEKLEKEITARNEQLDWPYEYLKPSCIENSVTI
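Purified human 12hLO (150 nM final) in 25 mM Hepes, 0.01% Triton X-100, pH 7.0 was preincubated 15 min at room temperature with compound. Then 40 uM arachidonic acid was added, 30 min. Hydroperoxide was read by Fe-XO absorbance ratio 573/405 nm.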
An asterisk follows results filed as active; ? = inconclusive; [ ] = remark or other dose. % is scaled to controls: 0 for no effect and ±100 for the full control effect; potency is read from the fitted curve at half-maximal effect.

Start of the data: the first 4 records (preview)
Structure,12-LOX inh
COc1ccc(NC(=O)O[C@@H]2CO[C@H]3[C@@H]2OC[C@@H]3NC(=S)Nc2ccc(Cl)cc2)cc1,?
COc1ccc(C)cc1S(=O)(=O)Nc1ccc(Nc2nc(C)cc(N3CCOCC3)n2)cc1,?
O=C(COC(=O)c1ccc2ccccc2n1)Nc1cccc(Cl)c1,?
CCCc1noc(CN2C(=O)NC(c3ccccc3OC)C3=C2COC3=O)n1 (stereo not given),32.4%

The listing, repeating the preview:
Structure,12-LOX inh
COc1ccc(NC(=O)O[C@@H]2CO[C@H]3[C@@H]2OC[C@@H]3NC(=S)Nc2ccc(Cl)cc2)cc1,?
COc1ccc(C)cc1S(=O)(=O)Nc1ccc(Nc2nc(C)cc(N3CCOCC3)n2)cc1,?
O=C(COC(=O)c1ccc2ccccc2n1)Nc1cccc(Cl)c1,?
CCCc1noc(CN2C(=O)NC(c3ccccc3OC)C3=C2COC3=O)n1 (stereo not given),32.4%
COc1ccc(C(=O)N[C@@H]2CCC[C@@H]2C(=O)N2CCCCC2)cc1,-10.2%
COc1ccc(C(=O)/C=C/c2cc(C)ccc2C)cc1OC,-4.4%
COCC1CN(C2CCC2)CC12CCN(C(=O)c1nccn1C)CC2 (stereo not given),43.7%[activator]
Cc1cccc(CN2CCCC(c3nc(CCOCC4CC4)no3)C2)c1 (stereo not given),5.1%
CC(C)CC(NC(=O)c1cnc2ccccc2c1)c1nnc2n1CCNCC2 (stereo not given),36.1%[activator]
O=c1c(NS(=O)(=O)Cc2ccccc2)ccc2n1C[C@H]1C[C@@H]2CN(S(=O)(=O)c2ccccc2)C1,2.5%
COc1cc(OC)cc(C(=O)Nc2ccc3oc(C)nc3c2)c1,28.1%
Cc1ccc2c(c1)C(C)(C)C1(/C=C/c3ccc(Cl)cc3)NC(=O)CN21 (stereo not given),-6.8%
O=C(Nc1ccc(S(=O)(=O)Nc2cnc3ccccc3n2)cc1)c1ccc(Oc2ccccc2)cc1,6.4%
CCOC(=O)C1=C(CN(C)Cc2ccccc2)NC(=O)NC1c1ccc(CC)cc1 (stereo not given),?
COc1cccc(CN2C[C@@H](CO)[C@H](c3nc(C)no3)C2)c1OC,52.4%[activator]
COc1ccc(O)c(C(=O)OC(C)C(=O)C23CC4CC(CC(C4)C2)C3)c1 (stereo not given),?
O=C(CC1CCCC1)N1CCCC(c2noc(COc3ccccc3)n2)C1 (stereo not given),53.9%[activator]
Cc1cccc2nnc(N3CCN(C(=O)CCc4ccccc4)CC3)n12,40.4%[activator]
COc1ccc(C(=O)NC[C@@H]2C=C(C)[C@H](Cc3nnc(-c4ccncc4)o3)C[C@H]2C(C)C)cc1,4.0%
CCCNc1c(NS(=O)(=O)c2ccc3[nH]c(=O)oc3c2)c(=O)oc2ccccc12,?
CC(=O)N1CCC2(CC1)CC(c1ccccc1)=NO2,10.6%[12.5 µM]
CC(Oc1ccc(Br)cc1Cl)C(=O)NC1(C#N)CCCCC1 (stereo not given),-27.0%
CC1=C[C@@H](CN2CCN(c3cnccn3)CC2)[C@H](C(C)C)C[C@H]1Cc1nnc(-c2cccnc2)o1,?
O=C1CO[C@H]2CN(Cc3ccc4c(c3)OCO4)C[C@H]2N1Cc1ccc(F)cc1,?
Cc1cccc(C(=O)N(c2ccc(C)c(Cl)c2)C2C=CS(=O)(=O)C2)c1 (stereo not given),18.7%
O=C(N[C@H]1C[C@@H](CO)N(Cc2ccco2)C1)c1cccnc1,16.7%
COc1ccc(Cl)cc1S(=O)(=O)N1CCC2(CCCNC2)C1 (stereo not given),34.5%
Cc1cc(C)n(CCC(=O)N2CCCC(c3nnnn3C)C2)n1 (stereo not given),50.4%[activator]
O=S(=O)(Cc1ccc(F)cc1)Cc1csc(-c2ccccc2)n1,0.8%
Cc1sccc1/C=N/NC(=O)C1CC1,-0.1%
COc1ccc(C(=O)C(=O)N2CCC(Cc3ccccc3)CC2)cc1OC,2.0%
CC1(C)CC(C(=O)N2CCC3(CC2)C(=O)Nc2ccccc23)CCO1 (stereo not given),41.3%
O=C(Cn1ccn2nc(-c3ccccc3)c(CO)c2c1=O)NCCC1=CCCCC1,28.8%
C/C(=N\NC(=O)c1ccc(C)c(C)c1)c1ccc(C)cc1C,32.1%
Cc1ccc(-n2nc(C)c3c(C(=O)NC4CCN(Cc5ccccc5)CC4)cc(C)nc32)cc1,7.08µM*
COC1CCOC2(CCN(S(=O)(=O)c3ccc(F)cc3)CC2)C1 (stereo not given),15.5%

Printed as active in 12-LOX inh (from the list above):
Structure,12-LOX inh
Cc1ccc(-n2nc(C)c3c(C(=O)NC4CCN(Cc5ccccc5)CC4)cc(C)nc32)cc1,7.08µM*

More results follow:
Structure,12-LOX inh
Cc1ccsc1C(=O)N1CCC(CC(=O)NCc2ccccc2)C1 (stereo not given),31.1%[activator]
Cc1cccc(-c2[nH]ncc2CNC(=O)c2cccc(N(C)C)c2)c1,55.9%[activator]
NC(=O)CSc1ccc2c(c1)OCCO2,17.8%
Cc1nn(CC(=O)N2CCCC2)c(=O)c2nc(C(C)C)sc12,41.6%[activator]
CN(C)c1ccc(-c2nc(N(C)Cc3ccco3)c3ccccc3n2)cc1,-11.6%
C=C(Cl)COc1ccccc1C(N)=O,?
CC(=O)N1CCC(C(=O)NC2CCc3n[nH]c(=O)n3CC2)CC1 (stereo not given),5.1%
COC[C@@H]1CN(Cc2cnn(C)c2C)C[C@H]1c1ccncc1,64.1%[activator]
CC(=O)Nc1ccc(CN2C(=O)OC3(CCN(C(=O)c4ccnn4C)CC3)C2(C)c2ccccc2)cc1 (stereo not given),63.7%
c1cc(CN2CCn3c(nnc3C3CCCNC3)C2)cs1 (stereo not given),?
CCn1nc(C(=O)N2CCCC3(CN(C)C(=O)O3)C2)cc1C (stereo not given),26.7%
O=c1n(-c2ccncc2)nc2n1CCN([S+](=O)([O-])c1cccc(C(F)(F)F)c1)C2,13.8%
Cc1cccc(NC(=O)N2CCc3c(c4ccccc4n3C)C2)c1C,263.4%[activator]
COc1cccc(NC(=O)CCC2CCN(C(=O)c3cnc(C)[nH]c3=O)CC2)c1,24.6%
COc1ccccc1NC(=O)Cn1c(=O)c(-c2noc(C)n2)c2n(c1=O)CCCC2,47.7%
COc1cc(-c2nc3ccc(Cl)cn3c2Nc2ccccc2)cc(OC)c1O,-20.8%
O=C(NC(C1CC1)C1CC1)c1cccnc1,6.1%
COc1ccc(Cc2nc(P(=O)(OC)OC)c(NCc3cccnc3)o2)cc1,-4.6%
Cc1cccc(C(=O)NC(C2CC2)C2CC2)n1,-22.3%
Cc1c(C(=O)Nc2ccc3oc(-c4cncc(Br)c4)nc3c2)cccc1[N+](=O)[O-],-16.2%
CNc1ccnc(-c2c(C)noc2C)n1,?
CN(Cc1noc2c1CCCC2)C(=O)C1CCN(C(=O)C2CC2)CC1,-11.0%
CCC(=O)N(C1CCOCC1)C1CCN(Cc2cc(F)c(F)c(F)c2)CC1,35.6%[activator]
COCCC(=O)N[C@H]1CC[C@]2(C)CC[C@@H](C(C)C(=O)NC3CC3)[C@H](O)[C@H]2[C@@H]1C (stereo not given in full),23.8%[176 µM]
COc1cccc(CNC(=O)C2Cn3cccc3C(=O)N2Cc2cccnc2)c1 (stereo not given),35.8%[activator]
CCCCCCc1ccc(-c2ccc(CCCCCC)cn2)cc1,-35.4%
COc1ccc(Nc2nc(-c3ccc(CNC(C)=O)cc3)cs2)cc1,?
CCCC(C)N1CC2(CCN(Cc3nnc(-c4ccccc4)o3)CC2)OC1=O (stereo not given),76.8%[activator]
COc1ccccc1-c1nc(C(=O)N(C)C)n2ccccc12,-9.9%[12.5 µM]
Cc1ccc(NC(=O)c2cc3c(N4CCCC4)nc(C)cn3n2)cc1,28.7%
CCn1c(SC(C)C(=O)Nc2ccc3c(c2)OCO3)nc2ccc(Br)cc2c1=O (stereo not given),-4.4%
O=C(O)/C=C/C(=O)c1ccccc1,?
Cn1c(C=C(C#N)C#N)ccc1-c1ccc(Cl)cc1,-2.2%
CN1CCCC12Cc1ccccc1CN(S(=O)(=O)c1ccccc1)C2 (stereo not given),?
O=C(COC(=O)Cc1n[nH]c(=O)c2ccccc12)NC(=O)NC1CCCC1,3.2%
Cc1ccccc1C(=O)N1C(C(=O)NCc2ccco2)COC12CCN(C(=O)c1ccco1)CC2 (stereo not given),3.8%

Following part:
structure | 12-LOX inh
O=C1CC(c2noc(Cc3ccc(F)cc3)n2)CN1c1ccc(F)c(Cl)c1 (stereo not given) | 65.0%[activator]
CN(C)Cc1ccc(C2CCCN2Cc2cccc3nonc23)cc1 (stereo not given) | 1.8%
O=C1NC(C(=O)NCc2ccc(F)cc2)Cn2cccc21 (stereo not given) | 8.0%
Cc1nc2ccc(C(=O)OCC(=O)NCC(C)C)cc2nc1C | -10.6%
C[C@@]1(O)CCN(C(=O)C2(c3ccccc3)CC2)C[C@@H]1Cc1ccccc1 | 10.0%
CNC(=O)[C@@H]1CN(Cc2ccc3c(c2)CCO3)C[C@H]1c1nc(COC)no1 | 92.3%[activator]
O=C(NCc1nnc2ccc(-c3ccccc3)nn12)c1cc(Cl)ccc1F | 7.5%
Cc1nc2cc(NS(=O)(=O)c3cc(Cl)ccc3Cl)ccc2o1 | ?
O=C(Nc1ccc(Br)cc1)c1cnc(-c2ccc(F)cc2)nc1-c1ccncc1 | 16.0%
Cn1c(=O)c2c(ncn2CC(=O)O)n(C)c1=O | -14.6%
CC(=O)NCCNC(=O)c1cc(=O)[nH]c2ccccc12 | 0.5%
Cc1cc(C)c2c(n1)oc1c(=O)n(CC(=O)N3CCOCC3)cnc12 | -43.5%
Cc1cccn2cc(COc3cccc(C(=O)O)c3)nc12 | -29.3%
CC[C@H]1CN(C(=O)N2CCOCC2)CC[C@H]1CC(=O)NCc1ccccc1 | 80.4%[activator][176 µM]
Cc1ccc2c(c1)C(C)(C)C1(/C=C/c3ccccc3F)NC(=O)CCN21 (stereo not given) | 1.5%
Cc1ccc(N=C2NN=C(c3c[nH]c(C(=O)N4CCCC4)c3)CS2)cc1C | ?
NC(=O)[C@H](Cc1ccc(O)cc1)NC(=O)C1=C[C@@H](NC(=O)CC2(CC(=O)O)CCCC2)[C@@H](O)[C@H](O)C1 | -16.5%
CCOC(=O)c1ccccc1NC(=O)CN1C(=O)NC(c2ccc(C)cc2)C2=C1COC2=O (stereo not given) | 4.2%
CN(C)C(=O)N1CCN(c2nc3ncccc3o2)CC1 | 0.5%[176 µM]
CC(C)NC(=O)C1CC(=O)N(c2n[nH]c3ccccc23)C1 (stereo not given) | 24.5%

Sorted by SMILES length (rising): 3 of the compounds above
structure | 12-LOX inh
CN(C)C(=O)N1CCN(c2nc3ncccc3o2)CC1 | 0.5%[176 µM]
O=C1NC(C(=O)NCc2ccc(F)cc2)Cn2cccc21 (stereo not given) | 8.0%
CCOC(=O)c1ccccc1NC(=O)CN1C(=O)NC(c2ccc(C)cc2)C2=C1COC2=O (stereo not given) | 4.2%

The list goes on.
structure | 12-LOX inh
CCOC(=O)Nc1ccc(NS(=O)(=O)c2cc(F)cc(F)c2)cc1 | 45.5%[activator]
CCCCn1nc(C(=O)NCCNS(=O)(=O)c2cc(C)ccc2C)c2ccccc2c1=O | 2.3%
O=C(C1CC(=O)N(c2n[nH]c3ccccc23)C1)N1CCC(c2noc3cc(F)ccc23)CC1 (stereo not given) | 25.9%
Cc1noc(C2CCCCN2C(=O)c2ccoc2)n1 (stereo not given) | ?
CCCCCCCCOc1ccc(C(=O)c2ccccc2O)c(O)c1 | ?
COc1ccc(-c2nc3ccccc3c(=O)n2CCOc2cccc(OC)c2)cc1 | ?
COc1cccc(CN2CC3(C2)NC(=O)c2ccccc2O3)c1 | 39.5%[activator][176 µM]
Cc1cc2c(cc1C)-n1nnnc1C(N(C)Cc1ccccc1)C(=O)N2 (stereo not given) | ?
O=C(c1ccc(Cl)cc1)N1CCn2c(nn(-c3cccc(Cl)c3)c2=O)C1 | 7.0%[6.33 µM]
CC(C)(C)C(=O)Oc1ccc2c(-c3cc4ccccc4oc3=O)cc(=O)oc2c1 | -3.0%
Cc1ccc(CN(C(=O)Cc2coc3ccc(C(C)C)cc23)C2CCS(=O)(=O)C2)cc1 (stereo not given) | -18.7%
COc1ccc(C(=O)c2ccc(F)cc2)cc1 | -27.6%
CCN1C(=O)COC[C@@H]1[C@H](O)c1ccc(NC(=O)c2ccc3c(c2)OCO3)cc1 | 44.5%[activator][176 µM]
COC(=O)[C@@H](C)NC(=O)[C@H]1CN(C(C)=O)CCN1S(C)(=O)=O | 76.4%[activator][176 µM]
Cc1ccc(NC2CCCN(C(=O)Cc3c[nH]c(=O)n(C)c3=O)C2)cc1C (stereo not given) | 72.1%[activator]
CCN(CC)CCCCNc1ncc2c(n1)N(C)C(=O)N(c1c(Cl)c(OC)cc(OC)c1Cl)C2 | 34.3µM*
O=C(OCc1nc2ccccc2o1)c1ccc(CO)cc1 | 24.0%
CSc1ccc(/C=C(/C#N)S(=O)(=O)c2ccc(C)cc2)cc1 | -28.8%
Cc1ccc2oc(SCc3noc(CCC(=O)Nc4ccc(C(F)(F)F)cc4)n3)nc2c1 | -12.0%
O=C1Nc2ccc(-c3ccccc3F)cc2C(=O)N2CCN(C(=O)c3ccco3)C[C@@H]12 | -0.4%[176 µM]
CN1C(=O)c2cccn2CC1C(=O)NCCc1c[nH]c2ccccc12 (stereo not given) | 8.4%
c1cc(-c2ncon2)cc(N2CCc3nc[nH]c3C2)n1 | -12.2%
CS(=O)(=O)N1CCc2cc(C(=O)c3cc4cc(Br)ccc4o3)ccc21 | ?
Cc1ccc(CNC(=O)CCc2ncc(-c3c(F)cccc3F)o2)cc1F | -6.9%
CCN(CC)C(=O)[C@@H]1CCC[C@@H](NCc2ccc(F)cc2)CN(C)C(=O)C1 | 7.6%[176 µM]
COc1ccccc1N1CCN(C(=O)Cn2ccn3nc4c(c3c2=O)CCCCC4)CC1 | 44.6%
COc1ccc(-c2cc(N3CCN(C(=O)c4ccncc4)CC3)n[nH]2)cc1 | 22.1%

A portion of the library; rates above refer to the full screens.
